Bioassay records as filed in PubChem.
RSV antiviral HEp-2 – inhibition of RSV-induced cytopathic effect – HEp-2 cells, primary 10 µM value included (AID 2391). CPE inhibition, % at 10 µM, or IC50 in µM where a hit was titrated. 310,000 tested, 0.13% active. HEp-2 cells, RSV-induced CPE inhibition; higher % means a stronger effect; in the data active = a potency from the dose series; inconclusive = CPE inhibition mostly from about 23% at the one dose, without a potency; inactive = the rest, 99 in 100 with CPE inhibition below about 21%; also: strong numbers were not always called active
SV40 large T antigen – SV40 large T antigen inhibitors, biochemical (AID 1903); SV40 large T antigen ATPase/helicase inhibition assay; higher % means a stronger effect; inhibition, % at 20 µM, or IC50 in µM where a hit was titrated; 310,000 tested, 0.39% active; in the data active = a potency from the dose series; inconclusive = inhibition mostly from about 32% at the one dose, without a potency; inactive = the rest, 99 in 100 with inhibition below about 32%; also: strong numbers were not always called active
ER stress rescue – protection against thapsigargin-triggered cell killing – 384-well, CSM14.1, ATP luminescence, primary screen (AID 1222); 190,000 tested, under 10 active; cellular ATP content (survival), % at 20 µM, or EC50 in µM where a hit was titrated; CSM14.1 thapsigargin-induced death rescue, ATP luminescence; higher % means a stronger effect;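 active = EC50 below 50 µM in the dose-response confirmation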;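 also: death triggered by thapsigargin at about 15 µM added after 2 h compound pretreatment; cell ATP read after overnight thapsigargin exposure of roughly 18 to 22 hours; normalized against plate controls of thapsigargin alone and 5% DMSO vehicle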
GPR35 antagonists – GPR35 antagonists blocking zaprinast-driven arrestin recruitment, primary screen, imaging, U2OS, beta-arrestin-GFP, zaprinast agonist (AID 2058) | U2OS GPR35 beta-arrestin-GFP translocation imaging, zaprinast antagonism; higher % means a stronger effect | 290,000 tested, 0.052% active | inhibition, % at 10 µM; hits with a dose series show IC50 in µM;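 active = inhibition of at least 50% with at least 30 cells and total cytoplasm GFP at most 10,000,000; inconclusive = under 30 cells or total GFP of 10,000,000 plus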
LYP inhibition – inhibitors of LYP phosphatase, biochemical, fluorescence intensity, uHTS (AID 1779). recombinant LYP phosphatase, fluorescence intensity; higher % means a stronger effect. inhibition, % at 11.5 µM; hits with a dose series show IC50 in µM. 290,000 tested, 0.054% active; in the data active = inhibition above about 50%;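 also: plate controls were vehicle with enzyme for no effect and no enzyme for full effect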
Rac1 GTP hydrolysis – MgcRacGAP GTPase-activating activity inhibitors, confirmation, biochemical, ADP Hunter fluorescence. MgcRacGAP-stimulated Rac1 GTP hydrolysis, ADP Hunter fluorescence; higher % means a stronger effect; GST-tagged Rac1 F28L mutant substrate. AID 624330. inhibition, % at 30 µM, or IC50 in µM where a hit was titrated. 340,000 tested, 0.6% active;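 active = first-screen hits whose inhibition reached a set limit at any dose in the follow-up dose series; inconclusive = inhibition above the set first-screen limit but never retested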;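 also: fluorescence reports GDP produced by GAP-driven GTP hydrolysis; strong numbers were not always called active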
West Nile antiviral – inhibition of WNV-induced cytopathic effect – cell-based, CPE readout (AID 1621); 290,000 tested, 0.02% active; West Nile virus-infected cells, CPE inhibition; higher % means a stronger effect; CPE inhibition, % at 10 µM; hits with a dose series show IC50 in µM; in the data active = a potency from the dose series; inconclusive = CPE inhibition mostly from about 3.7% at the one dose, without a potency; inactive = the rest, 99 in 100 with CPE inhibition below about 2.2%; also: strong numbers were not always called active
Salmonella PhoP GFP – PhoP-dependent GFP reporter repression – Salmonella Typhimurium, primary screen (AID 1863). S. Typhimurium PhoP-regulated promoter GFP reporter, 4 h; higher % means a stronger effect. one-dose inhibition, % at 50 µM; IC50 in µM for titrated hits. 300,000 tested, 0.16% active;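 active = inhibition over 29.93%, a cutoff 3 SD above the screen mean, later confirmed by dose response; inconclusive = inhibition over 29.93% but no dose response follow-up; inactive = inhibition at most 29.93% or unconfirmed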;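 also: 0% = low Mg2+ inducing control and 100% = high Mg2+ repressing control; strong numbers were not always called active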
Dengue-2 NS5 capping – Dengue-2 NS5 methyltransferase inhibitors, primary screen, biochemical, confirmation dose response (AID 588689) | 340,000 tested, 0.3% active | Dengue-2 NS5 methyltransferase capping enzyme assay, biochemical; higher % means a stronger effect | one-dose inhibition, % at 25 µM; IC50 in µM for titrated hits; in the data active = a potency from the dose series; inconclusive = inhibition above about 29% without an active follow-up result
Dengue-2 NS5 capping pilot replicate – further read-out of Dengue-2 NS5 capping, marked with its call; inhibition, %; measured here: pilot screen replicate inhibition
* marks the source's active call; other numbers are inactive results; ? = inconclusive; nt = no result given.

SMILES | RSV antiviral HEp-2 | SV40 large T antigen | ER stress rescue | GPR35 antagonists | LYP inhibition | Rac1 GTP hydrolysis | West Nile antiviral | Salmonella PhoP GFP | Dengue-2 NS5 capping | others
COCCNC(=O)C(=O)NNS(=O)(=O)c1ccc(Cl)cc1 | -0.3% | 2% | -0.9% | 8% | -5% | 3% | 0.6% | 5% | -3%
CCOc1ccc(/C=N/OCC(=O)Nc2ccc3c(c2)OCO3)cc1 | 12% | -2% | -0.2% | -4% | 2% | 7% | 1.2% | 2% | 2%
COc1ccc(CC(=O)N2CCCC2)c(OC)c1 | 1.4% | 7% | nt | -10% | -8% | 7% | -0.5% | -2% | -6%
COc1ccc(/C=N/Nc2nc(C)cc(-c3ccccc3)n2)c(OC)c1 | 1.8% | 11% | nt | 1% | -4% | 5% | -0.7% | -1% | 4%
Cc1nonc1C1CCCN1Cc1cn[nH]c1-c1ccc2c(c1)OCO2 (stereo not drawn) | -1.8% | 5% | -0.5% | 2% | -11% | 11% | -1.1% | -6% | -7%
CCOc1ccc(C(=O)c2ccc(OCC)c(N)c2)cc1N | -0.6% | 4% | -0.4% | -3% | -1% | 7% | 0.8% | 1% | 1% | Dengue-2 NS5 capping pilot replicate=-1.8
Clc1cccc(Cl)c1CO/N=C/c1c(-c2ccccc2)nc2n1CCS2 | ? | 2% | 13% | 8% | 4% | -3% | -1.5% | 6% | 7% | Dengue-2 NS5 capping pilot replicate=-3.5
CCN(CC)Cc1c(C(=O)N/N=C/c2c(Cl)cccc2Cl)nnn1-c1nonc1N | 0.1% | -8% | nt | -21% | -2% | 4% | -0.7% | 7% | -8%
Cc1nn(C)c(C)c1C(=O)NN | 1.9% | 13% | -3.3% | -5% | -9% | 4% | 0.4% | 4% | 4%
NC(=O)[C@H]1CC2(CC(c3cccc(NC(=O)CC(c4ccccc4)c4ccccc4)c3)=NO2)CN1C(=O)c1ccccc1C(=O)c1ccccc1 (stereo partly drawn) | 11% | 3% | nt | -8% | 7% | 11% | -0.2% | -9% | -9%
O=C(c1ccc2oc(Cc3ccc(Cl)cc3)nc2c1)N1CC[C@H](O)C1 | 2.8% | 6% | nt | 17% | -10% | 6% | 0.1% | -2% | 1%
Clc1ccc(-c2ccnc(-n3cccc3)n2)s1 | 7.0% | 5% | -2.0% | -6% | 0% | -6% | -0.1% | -4% | 1%
COC(C[C@H](O)CC(=O)[C@H](C)OCc1ccccc1)OC | nt | nt | nt | 11% | -11% | 7% | -0.4% | -3% | -5%
O=C(O)CCn1c(-c2ccccn2)nc2ccccc21 | 2.5% | 7% | nt | -3% | -6% | 10% | -0.1% | -3% | nt
CCOC(=O)C1(CCOC)CCN(Cc2ccc3nonc3c2)CC1 | 2.3% | 23% | nt | 3% | -3% | -17% | -0.2% | -10% | 5%
Cc1ccc(C)c(NC(=O)CCC(=O)N/N=C/c2ccc3c(c2)OCO3)c1 | 1.1% | 1% | 0.4% | 29% | -6% | 12% | -0.1% | 2% | 2%
COc1ccc(/C(N)=N/OC(=O)Cc2ccccc2[N+](=O)[O-])cc1 | 4.7% | 8% | -0.5% | 5% | 1% | 5% | -0.7% | 3% | -7%
CCOc1ccc(CN(C)CC(=O)NCc2ccccc2)cc1 | -1.1% | 4% | nt | 3% | -4% | 10% | -1.1% | 1% | 5%
CC(=O)NC(CC(=O)NC1CCCCCC1)c1ccccc1 (stereo not drawn) | 0.2% | 7% | -1.6% | -3% | -6% | -10% | -0.9% | -12% | -6%
Cc1cc(C)c(S(=O)(=O)/N=C2\C=CC(=O)C(Cl)=C2)c(C)c1 | 1.1% | 8% | 0.3% | -4% | -7% | 19% | 0.7% | 14% | -1%
CC1CCCN(C(=S)Nc2ccc(Nc3ccccc3)cc2)C1 (stereo not drawn) | 6.3% | 14% | -0.8% | 11% | 2% | nt | -0.4% | 4% | nt
CCN(CC(=O)Nc1ccc(NC(C)=O)cc1)C(=O)c1cc(-c2ccccc2)nn1-c1ccccc1 | 0.8% | -1% | nt | nt | nt | 13% | nt | 8% | -3%
COc1cccc(C(=O)/C=C/Nc2ccc(NC(C)=O)cc2)c1 | 5.5% | 6% | 2.2% | -3% | 1% | 9% | -0.4% | -4% | -3%
CC(C)Cc1nc(SCC(=O)N2CCCCC2)c2c(=O)n(C)c(=O)n(C)c2n1 | 3.4% | 9% | nt | 1% | -4% | -4% | -0.9% | -2% | -4%
CC(C)CCOc1ccccc1C(N)=O | -0.2% | 3% | -0.3% | -13% | -2% | 11% | -0.2% | 1% | -1%

Six records picked at random from those above:
SMILES | RSV antiviral HEp-2 | SV40 large T antigen | ER stress rescue | GPR35 antagonists | LYP inhibition | Rac1 GTP hydrolysis | West Nile antiviral | Salmonella PhoP GFP | Dengue-2 NS5 capping | others
COc1ccc(CC(=O)N2CCCC2)c(OC)c1 | 1.4% | 7% | nt | -10% | -8% | 7% | -0.5% | -2% | -6%
Cc1ccc(C)c(NC(=O)CCC(=O)N/N=C/c2ccc3c(c2)OCO3)c1 | 1.1% | 1% | 0.4% | 29% | -6% | 12% | -0.1% | 2% | 2%
COc1ccc(/C(N)=N/OC(=O)Cc2ccccc2[N+](=O)[O-])cc1 | 4.7% | 8% | -0.5% | 5% | 1% | 5% | -0.7% | 3% | -7%
COc1cccc(C(=O)/C=C/Nc2ccc(NC(C)=O)cc2)c1 | 5.5% | 6% | 2.2% | -3% | 1% | 9% | -0.4% | -4% | -3%
CCOc1ccc(C(=O)c2ccc(OCC)c(N)c2)cc1N | -0.6% | 4% | -0.4% | -3% | -1% | 7% | 0.8% | 1% | 1% | Dengue-2 NS5 capping pilot replicate=-1.8
Clc1ccc(-c2ccnc(-n3cccc3)n2)s1 | 7.0% | 5% | -2.0% | -6% | 0% | -6% | -0.1% | -4% | 1%

The listing continues:
SMILES | RSV antiviral HEp-2 | SV40 large T antigen | ER stress rescue | GPR35 antagonists | LYP inhibition | Rac1 GTP hydrolysis | West Nile antiviral | Salmonella PhoP GFP | Dengue-2 NS5 capping | others
COc1ccc(/C(C)=N/NC(=O)CNC(=O)c2cccnc2)c(OC)c1 | 1.2% | 5% | nt | 5% | -6% | 3% | -0.4% | -3% | 2%
COc1ccc(/C=N\NC(=O)c2ccccc2)cc1COc1ccccc1 | 5.4% | 4% | nt | -5% | -2% | 8% | -0.1% | 0% | -2%
NS(=O)(=O)c1cccc(NC(=O)CSc2nc3ccc(Cl)cc3[nH]2)c1 | 2.1% | 11% | nt | -8% | -1% | 5% | -0.4% | -4% | -4%
CCN(CC)C(=O)C1CCN(S(=O)(=O)c2c(C)noc2/C=C/c2cccc(C)c2)CC1 | 9.2% | nt | nt | -21% | 1% | 1% | -1.2% | nt | -4%
COc1ccc(S(=O)(=O)N2CCN(C)CC2)cn1 | 1.0% | 16% | nt | -10% | -7% | 6% | 0.2% | 1% | 1%
Cc1cccc(NC(=O)/C(=C\c2ccco2)NC(=O)c2cccs2)c1 | 1.7% | 8% | -0.7% | 2% | -2% | 7% | 0.1% | 1% | -17%
Cc1ccccc1CN1C(=O)[C@H]2Cc3c([nH]c4ccccc34)C(C)(C)N2C1=O | 2.9% | 10% | nt | nt | nt | 12% | -0.5% | -3% | -3%
O=C(COC(=O)CCS(=O)(=O)c1ccccc1)NC(=O)c1ccc(OC(F)F)cc1 | 1.0% | 10% | nt | nt | nt | 9% | nt | -6% | -3%
COC(=O)c1ccc(NC(=O)CN2CCN(c3ccc(Cl)cc3)CC2)cc1 | 0.4% | 0% | -2.5% | 6% | 4% | 1% | 0.0% | -10% | -8%
COc1cccc(-c2nc(CS(=O)(=O)CC(=O)N3CCCCC3)c(C)o2)c1 | 9.6% | -1% | nt | 9% | -13% | 1% | -0.1% | -2% | 4%
Cc1cc(C)cc(OCCNC(=O)C(C)N2C(=O)c3ccccc3C2=O)c1 (stereo not drawn) | 1.1% | 8% | -0.9% | -3% | -8% | 0% | -0.4% | -2% | 6%
O=C(NCCNC(=O)c1ccc(Cl)cc1Cl)c1cnccn1 | 2.2% | 5% | nt | -10% | -10% | 4% | -0.3% | 3% | -7%
O=C(NCc1ccccc1)C1=C[C@@H](c2coc3ccccc3c2=O)C[C@@H](OCCCCO)O1 | -2.4% | 10% | 1.6% | -9% | -11% | 11% | 0.0% | 7% | -5%
Cc1nnc2n1N=C(c1ccccc1)CS2 | 2.0% | 6% | nt | -1% | -8% | 5% | -0.2% | 2% | -6%
CC(=O)NC1(c2cccc(F)c2)CCN(CC(=O)NC2CCCCC2)CC1 | 1.9% | 16% | 3.5% | 7% | -6% | 10% | 0.2% | -5% | 2%
Cc1ccc(C(C)C)c(OCCn2c(=O)oc3ccccc32)c1 | -0.1% | -2% | -2.3% | 1% | 4% | 9% | -0.1% | -5% | -5%
Cc1ccc(S(=O)(=O)NC(=O)N(CCC#N)Cc2ccccc2)cc1 | 1.3% | 10% | nt | 14% | -4% | 8% | 1.3% | 5% | -3%
CC(C)Sc1nc2ccc(N3C(=O)C4CCCCC4C3=O)cc2s1 (stereo not drawn) | 1.0% | 7% | -0.5% | -7% | -4% | 4% | -0.2% | -11% | 1%
Cc1ccc(S(=O)(=O)N2[C@@H](c3ccccc3F)C(C(=O)O)=CC[C@H]2c2ccc(Cl)cc2)cc1 | 18% | 27% | nt | nt | nt | -1% | nt | 0% | 11%
Cc1ccc(NCc2n[nH]c(=S)n2-c2ccccc2)cc1 | 1.5% | 14% | 1.8% | 8% | -6% | 9% | 0.2% | 10% | 4%
CC(C)(C)C(=O)NC(=S)Nc1ccccc1C(N)=O | 0.6% | 5% | -1.3% | -11% | 0% | 6% | -0.2% | -1% | 6%
CC1(OC(=O)C2CCCC2)C(=O)C=C2C=C(c3ccsc3)N(Cc3ccco3)C=C2C1=O (stereo not drawn) | -1.7% | 46% | nt | -15% | -7% | 8% | -0.2% | 4% | 12%
COc1cccc(NC(=O)CN2CCN(C(=O)c3ccco3)CC2)c1 | 0.9% | 15% | nt | 4% | -8% | 0% | -0.4% | -2% | 2%

Arranged by molecular weight (lowest first): part of the list above
SMILES | RSV antiviral HEp-2 | SV40 large T antigen | ER stress rescue | GPR35 antagonists | LYP inhibition | Rac1 GTP hydrolysis | West Nile antiviral | Salmonella PhoP GFP | Dengue-2 NS5 capping | others
Cc1ccc(C(C)C)c(OCCn2c(=O)oc3ccccc32)c1 | -0.1% | -2% | -2.3% | 1% | 4% | 9% | -0.1% | -5% | -5%
Cc1ccc(S(=O)(=O)NC(=O)N(CCC#N)Cc2ccccc2)cc1 | 1.3% | 10% | nt | 14% | -4% | 8% | 1.3% | 5% | -3%
CCN(CC)C(=O)C1CCN(S(=O)(=O)c2c(C)noc2/C=C/c2cccc(C)c2)CC1 | 9.2% | nt | nt | -21% | 1% | 1% | -1.2% | nt | -4%
